Assay outcomes as filed in PubChem.
H37Rv inhibition: M. tuberculosis growth inhibition, HTS (AID 449762) | M. tuberculosis H37Rv growth inhibition, 7H9 media; higher % means a stronger effect | inhibition, % at 25 µM, or IC50 in µM where a hit was titrated | 330,000 compounds, 0.59% hits; in the data active means a potency from the dose series; inconclusive means inhibition above about 70% without an active follow-up result;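 further: bacterial growth assessed after seven days of incubation; strong numbers were not always called active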
VEEV TC-83 Vero: inhibitors of VEEV TC-83 cytopathic effect, confirmation, Vero cells (AID 588727). 350,000 compounds, 0.13% hits. inhibition, % at 20 µM, or IC50 in µM where a hit was titrated. Vero cells, VEEV TC-83 cytopathic effect inhibition; higher % means a stronger effect; in the data active means a potency from the dose series; inconclusive means inhibition mostly from about 14% at the one dose, without a potency; inactive means the rest, 99 in 100 with inhibition below about 12%; further: strong numbers were not always called active
tuberculosis growth: growth inhibition of non-replicating M. tuberculosis (AID 488890). 320,000 compounds, 0.39% hits. inhibition, % at 25 µM; hits with a dose series show IC50 in µM. Mycobacterium tuberculosis non-replicating, growth inhibition; higher % means a stronger effect; in the data active means a potency from the dose series; inconclusive means inhibition mostly from about 82% at the one dose, without a potency; inactive means the rest, 99 in 100 with inhibition below about 76%;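 further: plate controls were DMSO cells for no effect and high antibiotic wells for full effect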
H1N1 NS1A inhibition: H1N1 influenza NS1A inhibitors, functional cell based assay (AID 504329); 340,000 compounds, 0.3% hits; inhibition, % at 12.5 µM, or IC50 in µM where a hit was titrated; NS1A functional cell-based assay, percent inhibition; higher % means a stronger effect; in the data active means a potency from the dose series; inconclusive means inhibition above about 27% without an active follow-up result; further: strong numbers were not always called active
PhoP GFP inhibition: PhoP regulon inhibitors, Salmonella typhi PhoP promoter GFP reporter, confirmatory (AID 1850). Salmonella Typhi PhoP-promoter GFP reporter, fluorescence, 4 h; higher % means a stronger effect. inhibition, % at 50 µM; hits with a dose series show IC50 in µM. 310,000 compounds, 0.33% hits; in the data active means a potency from the dose series; inconclusive means inhibition mostly from about 25% at the one dose, without a potency; inactive means the rest, 99 in 100 with inhibition below about 19%;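 further: 0% = induced wells with vehicle and 100% = uninduced wells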
VEEV TC-83 Vero 10K pilot screen: second read-out of VEEV TC-83 Vero, no call of its own (marks repeat the call); inhibition, %; measured here: 10K pilot screen inhibition
* = called active by the depositor; i = inactive; ? = inconclusive; · = not tested or not shown.

SMILES	H37Rv inhibition	VEEV TC-83 Vero	tuberculosis growth	H1N1 NS1A inhibition	PhoP GFP inhibition	others
CCOC(=O)C1C(=O)N(C(=O)c2cncc(Br)c2)CC1c1ccccc1 (centres undefined)	-8%	0.3%	-18%	6%	-6%
Cc1ccc(NC2=CC(=O)C(=O)c3ccccc32)cc1	?	i	?	2%	6%
O=C(CSCc1c(Cl)cccc1Cl)NCc1cccnc1	-7%	i	13%	-2%	0%
O=C(NCCc1ccc(Cl)cc1)C1CCCN(c2ncnc3c2nc2n3CCCCC2)C1 (centres undefined)	29%	6.2%	35%	-2%	-2%
C=CCOc1ccc(/C=C/C(C)=N\O)cc1	0%	i	20%	0%	2%
Cc1cc(C(=O)Nc2ccccc2C#N)n(-c2ccccc2)n1	-11%	0.4%	1%	0%	-20%
O=S(=O)(O)c1nnc2sc3ccccc3n12	-13%	1.0%	-9%	1%	-3%
COc1ccc(NC(=O)COC(=O)c2ccncc2)c(OC)c1	-1%	i	12%	5%	-7%
Cc1ccc(C)c(-n2sc3ccc(F)cc3c2=O)c1	?	1.1%	·	6%	·
Cc1nc2ccccc2n1Cc1n[nH]c(=S)n1-c1ccc(Cl)cc1	0%	i	-25%	-15%	-7%	VEEV TC-83 Vero 10K pilot screen=0.0
CCCCC(CC)COC1(c2ccccc2)OC(=O)c2ccccc21 (centres undefined)	-4%	i	-10%	3%	3%
Cc1ccccc1-n1c(SCC(=O)NCC2CCCO2)nc2c([nH]c3ccccc32)c1=O (centres undefined)	-4%	8.2%	19%	-2%	-7%
O=C(N/N=C/c1ccc(F)cc1)c1ccc(OCc2ccccc2)cc1	0%	2.7%	10%	-9%	3%
CC1CCN(C2=NC(=O)/C(=C/c3cccc(O)c3)S2)CC1	-4%	2.9%	-3%	-5%	9%
CCCC1C(c2ccco2)NC(c2ccco2)CC1(C)O (centres undefined)	-5%	0.9%	3%	-2%	-8%
COCCNc1ccc([N+](=O)[O-])cc1C(=O)Nc1cccc(C)n1	4%	8.7%	12%	6%	-21%
C#CCSc1nnc(-c2sc(-c3ccccc3)nc2C)n1C	?	1.3%	?	3%	-3%
Cc1ccc(NC(=O)CCC(=O)N/N=C/c2ccc([N+](=O)[O-])o2)cc1C	?	2.2%	8%	-18%	-1%
CCC(CC)NC(=O)c1cccc(Br)c1	-1%	0.6%	-12%	-4%	3%
O=C(c1nc2ccccn2c1CN1CCCC(c2nc3ccccc3o2)C1)N1CCCC1 (centres undefined)	-6%	0.6%	6%	1%	0%
O=C(O)C1Cc2[nH]cnc2C(c2ccccc2O)N1 (centres undefined)	-8%	0.8%	-21%	6%	-5%
O=C(c1ccc2ccccc2n1)N1CCN(c2ccccc2)CC1	-11%	0.7%	4%	-4%	-8%
C=CCOc1ccc(/C=N/n2cncn2)cc1OC	2%	8.2%	-4%	9%	-3%
COc1ccc([N+](=O)[O-])c(OC)c1C(=O)NC(=O)Nc1nc(C)nc(C)n1	-5%	0.8%	-8%	-2%	-7%
CN(C)c1ccc(P(=O)(OC2CCCCC2)C(O)c2ccccn2)cc1 (centres undefined)	3%	0.2%	7%	-4%	5%
Following part.
SMILES	H37Rv inhibition	VEEV TC-83 Vero	tuberculosis growth	H1N1 NS1A inhibition	PhoP GFP inhibition	others
Cc1cc(C(=O)Nc2ccc(F)cc2C)cs1	-9%	0.8%	-7%	-17%	-10%
O=C1CCCC2=C1C(c1ccc(Br)cc1)c1c([nH]c(=S)[nH]c1=O)N2 (centres undefined)	4%	0.8%	-1%	0%	-4%
O=C(Nc1ccc(C(=O)N2CCCc3ccccc32)cc1)c1cccs1	8%	1.9%	39%	-2%	-2%
Cc1cc(C)c2cc(C(=O)N3CCN(c4ncccc4C(F)(F)F)CC3)[nH]c2c1	44%	8.3%	-4%	5%	-3%
CC(c1ccccc1)N1CC(C(=O)Nc2ccc(F)cc2)CC1=O (centres undefined)	0%	3.5%	-2%	-8%	·
CCc1ccccc1N(C(=O)Cn1nnc2ccccc21)C(C(=O)NCCOC)c1ccco1 (centres undefined)	-10%	i	-6%	-2%	1%
COc1ccc(C(=O)Nc2nncs2)c(OC)c1	-10%	1.6%	-1%	3%	-14%
Cn1c(CNC(=O)c2ccccc2F)nnc1SCc1nc2ccccc2c(=O)[nH]1	-10%	·	-6%	·	-7%
Cc1cc(NC(=O)COn2nnc3ccccc32)no1	-6%	0.4%	-12%	1%	-4%
Cn1c(=O)[nH]c2ncccc21	0%	?	0%	0%	-14%
COc1ccc2[nH]c(=O)c(CNc3cc(C)ccc3C)cc2c1	-3%	1.2%	16%	-4%	0%
Cc1ccc(NC(=O)/C=C\C(=O)NCC(=O)O)cc1	5%	0.5%	?	-8%	-3%
CCCc1[nH]n(-c2nc3ccccc3s2)c(=O)c1C=NCC1CCCO1 (centres undefined)	-16%	0.8%	13%	-3%	9%
COCCN(CC(=O)Nc1cc(Cl)ccc1-n1cncn1)Cc1nc2ccccc2c(=O)[nH]1	1%	2.2%	11%	-10%	·
CCc1cc(C(=O)N2CCCC(CNC(=O)c3ccc(-c4ccccc4)cc3)C2)no1 (centres undefined)	?	i	35%	6%	5%
O=C1COc2c1ccc(O)c2O	·	0.5%	·	-15%	·
Cc1cc(C(=O)CN2C(=O)CCC2=O)c(C)n1Cc1ccccc1	2%	i	64%	17%	8%
CCCc1c(C(=O)N/N=C/C(C)=C/c2ccco2)nnn1-c1nonc1N	8%	4.6%	0%	2%	-3%
Nc1ccc2nc(-c3cccs3)[nH]c2c1	4%	i	6%	7%	12%
O=C(CN1C(=O)NC2(CCCCC2)C1=O)N1CCN(S(=O)(=O)c2ccc(F)cc2)CC1	-4%	0.7%	-8%	-5%	0%
O=C(O)C1CCCN1C(=O)Oc1ccccc1 (centres undefined)	-10%	i	-25%	-7%	-2%
Cc1ccc(NC(=O)Cn2ncc3ccccc32)c(Cl)c1	-1%	0.3%	-6%	16%	3%
COc1ccccc1C(=O)Nc1ccc(Oc2ncnc3sc(-c4ccccc4)cc23)cc1	7%	i	18%	3%	-18%
O=C1c2ccccc2C(=O)N1CCCCSc1nnc2c(Cl)cc(Cl)cn12	4%	8.2%	3%	-5%	4%
O=C(Cn1cnc(S(=O)(=O)N2CCCC2)c1)Nc1ccccc1	4%	1.1%	-1%	-2%	0%

Part of the list above in order of SMILES length, largest number first.
SMILES	H37Rv inhibition	VEEV TC-83 Vero	tuberculosis growth	H1N1 NS1A inhibition	PhoP GFP inhibition	others
O=C(CN1C(=O)NC2(CCCCC2)C1=O)N1CCN(S(=O)(=O)c2ccc(F)cc2)CC1	-4%	0.7%	-8%	-5%	0%
COCCN(CC(=O)Nc1cc(Cl)ccc1-n1cncn1)Cc1nc2ccccc2c(=O)[nH]1	1%	2.2%	11%	-10%	·
Cc1cc(C)c2cc(C(=O)N3CCN(c4ncccc4C(F)(F)F)CC3)[nH]c2c1	44%	8.3%	-4%	5%	-3%
CCc1ccccc1N(C(=O)Cn1nnc2ccccc21)C(C(=O)NCCOC)c1ccco1 (centres undefined)	-10%	i	-6%	-2%	1%
COc1ccccc1C(=O)Nc1ccc(Oc2ncnc3sc(-c4ccccc4)cc23)cc1	7%	i	18%	3%	-18%
Cn1c(CNC(=O)c2ccccc2F)nnc1SCc1nc2ccccc2c(=O)[nH]1	-10%	·	-6%	·	-7%
CCCc1c(C(=O)N/N=C/C(C)=C/c2ccco2)nnn1-c1nonc1N	8%	4.6%	0%	2%	-3%
O=C1c2ccccc2C(=O)N1CCCCSc1nnc2c(Cl)cc(Cl)cn12	4%	8.2%	3%	-5%	4%
CCCc1[nH]n(-c2nc3ccccc3s2)c(=O)c1C=NCC1CCCO1 (centres undefined)	-16%	0.8%	13%	-3%	9%
O=C(Nc1ccc(C(=O)N2CCCc3ccccc32)cc1)c1cccs1	8%	1.9%	39%	-2%	-2%
Cc1cc(C(=O)CN2C(=O)CCC2=O)c(C)n1Cc1ccccc1	2%	i	64%	17%	8%
CC(c1ccccc1)N1CC(C(=O)Nc2ccc(F)cc2)CC1=O (centres undefined)	0%	3.5%	-2%	-8%	·
Cc1ccc(NC(=O)Cn2ncc3ccccc32)c(Cl)c1	-1%	0.3%	-6%	16%	3%
Cc1cc(NC(=O)COn2nnc3ccccc32)no1	-6%	0.4%	-12%	1%	-4%
COc1ccc(C(=O)Nc2nncs2)c(OC)c1	-10%	1.6%	-1%	3%	-14%
Cc1cc(C(=O)Nc2ccc(F)cc2C)cs1	-9%	0.8%	-7%	-17%	-10%
Nc1ccc2nc(-c3cccs3)[nH]c2c1	4%	i	6%	7%	12%
Cn1c(=O)[nH]c2ncccc21	0%	?	0%	0%	-14%
O=C1COc2c1ccc(O)c2O	·	0.5%	·	-15%	·

Additional compounds follow.
SMILES	H37Rv inhibition	VEEV TC-83 Vero	tuberculosis growth	H1N1 NS1A inhibition	PhoP GFP inhibition	others
Cc1cccn2c(=O)nc(SCC(=O)N3CCCCC3)nc12	-9%	1.6%	-24%	-11%	9%
Cc1ccc(NC2CC(=O)N(c3ccc(C)cc3)C2=O)cc1 (centres undefined)	-10%	0.4%	-5%	-1%	-12%
COc1ccc(S(=O)(=O)N2CCCCC2)cc1NC(=O)CCNC(=O)c1ccco1	·	i	·	-4%	·
COc1cc(SC)ccc1C(=O)OC(C)C(=O)NC1CCCC1 (centres undefined)	·	0.1%	·	-6%	·
CCOC(=O)c1cccc(NC(=O)CN2CCN(c3ccc(OC)cc3)CC2)c1	60%	i	5%	3%	-8%
O=C(CN(C(=O)c1ccccc1)N1C(=O)CCC1=O)c1cccs1	-6%	2.2%	-4%	-7%	-5%
COc1ccc(C2NCCc3cc(OC)c(OC)cc32)cc1OC (centres undefined)	-2%	4.5%	30%	-5%	-4%
O=c1n(S(=O)(=O)c2cccc3cccnc23)c2ccccc2n1S(=O)(=O)c1cccc2cccnc12	1%	i	-1%	-3%	0%	VEEV TC-83 Vero 10K pilot screen=1.2
O=C(NC(=S)N1CCN(C/C=C/c2ccccc2)CC1)c1cccnc1	?	1.6%	-3%	0%	8%
Cc1ccc(C(=O)Nc2oc(-c3ccccc3)cc2C#N)cc1	3%	0.0%	5%	2%	-13%
COCCN(C(=O)CSc1nnc(-c2ccc(C)cc2)n1N)c1c(N)n(Cc2ccccc2)c(=O)[nH]c1=O	2%	i	24%	-6%	-1%
CN(C(=O)Oc1ccc(F)cc1)c1ccccc1	8%	i	60%	-3%	-3%
CSCCC(Nc1ccc(S(=O)(=O)N2CCOCC2)cc1[N+](=O)[O-])C(=O)OCC(=O)NCC(C)C (centres undefined)	4%	i	-3%	0%	-4%
COC(=O)c1ccc(OC)c(Cn2c(=O)n(C)c(=O)c3sccc32)c1	-8%	i	-7%	-2%	0%
COc1ccc(CCN2C(=O)C(O)=C(C(C)=O)C2c2ccccc2OC)cc1OC (centres undefined)	0%	0.6%	19%	-6%	-4%
O=C(CSc1nnc(NC(=O)c2ccccc2F)s1)NCc1ccco1	9%	7.4%	61%	-1%	-2%
C/C(=N\NC(=O)C(N)=O)c1ccc(OC(F)F)cc1	26%	0.1%	36%	7%	1%
Cc1ccc(NC(=O)CN(C)C(=O)CSc2nc3ccccc3c(=O)n2Cc2ccco2)cc1	7%	5.7%	34%	1%	-6%
Cc1ccc2c(c1)C(C)CC(C)(C)N2C(=O)NC1CCCCC1 (centres undefined)	14%	i	8%	8%	1%
C=C(CN(C)C)C(=O)c1cc(C)ccc1C	·	0.9%	·	-22%	·
CCOC(=O)c1c(C)cc(O)cc1O	·	1.1%	·	-10%	·
CN(C)S(=O)(=O)c1cccc(C(=O)NC2CCCc3ccccc32)c1 (centres undefined)	-7%	6.8%	-7%	9%	5%
Cc1ccc(NC(=O)NNC(=O)c2cc3ccccc3cc2O)c(C)c1	0%	4.4%	-31%	-10%	-9%
Cc1cc(NCCCn2ccnc2)n2c(nc3ccccc32)c1C#N	6%	i	46%	10%	3%
COc1ccc(OC)c(NC(=O)CC2SC(=NCc3ccccc3)NC2=O)c1 (centres undefined)	-7%	0.4%	10%	-1%	1%
CCC(=O)N1N=C(c2ccc(C)cc2)CC1c1ccco1 (centres undefined)	8%	1.1%	2%	4%	-4%
COc1ccc(N2C(=O)C3CCCN3C2c2ccccc2OC)cc1 (centres undefined)	-5%	1.8%	8%	2%	-4%
CC(=O)Nc1ccccc1C(=O)C(=O)Nc1ccc(C)c(C)c1	?	2.2%	17%	-9%	-2%
CC(=O)NC1(c2nnnn2CCOC(=O)Nc2ccc(Cl)cc2)CCCCC1	-10%	0.8%	13%	-3%	3%
